Source: PubChem (National Center for Advancing Translational Sciences (NCATS))
TDP1 cell noCPT: qHTS for Inhibitors of human tyrosyl-DNA phosphodiesterase 1 (TDP1): qHTS in cells in absence of CPT | DT40 Tdp1-/- hTDP1 cells, no CPT, ATP luminescence, 48 h | Potency, µM (doses to about 46.2 µM), without a hit: top-dose activity change, negative = growth inhibition, most hits filed as inhibitors | 420,000 tested, 15% active | AID 686978, 2013; note: nearly all actives have a fitted effect of over 55% in size
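Growth kinetics read by CellTiter-Glo luminescence after ≥48 hr at 37 °C. Cells: DT40 Tdp1-/- stably carrying human TDP1, 400 per well, compound exposure in the absence of CPT (DMSO vehicle).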
TDP1 inh: inhibitors of human tyrosyl-DNA phosphodiesterase TDP1; Q9NUW8; recombinant TDP1, AlphaScreen DNA substrate cleavage; Potency, µM (titrated, usually from 130 µM), inactives show top-dose activity change, negative = inhibition, hits mostly inhibitors; 350,000 tested, 0.28% active; AID 485290; note: nearly all actives have a fitted effect of over 40% in size
Target sequence (Q9NUW8 whole entry, looked up): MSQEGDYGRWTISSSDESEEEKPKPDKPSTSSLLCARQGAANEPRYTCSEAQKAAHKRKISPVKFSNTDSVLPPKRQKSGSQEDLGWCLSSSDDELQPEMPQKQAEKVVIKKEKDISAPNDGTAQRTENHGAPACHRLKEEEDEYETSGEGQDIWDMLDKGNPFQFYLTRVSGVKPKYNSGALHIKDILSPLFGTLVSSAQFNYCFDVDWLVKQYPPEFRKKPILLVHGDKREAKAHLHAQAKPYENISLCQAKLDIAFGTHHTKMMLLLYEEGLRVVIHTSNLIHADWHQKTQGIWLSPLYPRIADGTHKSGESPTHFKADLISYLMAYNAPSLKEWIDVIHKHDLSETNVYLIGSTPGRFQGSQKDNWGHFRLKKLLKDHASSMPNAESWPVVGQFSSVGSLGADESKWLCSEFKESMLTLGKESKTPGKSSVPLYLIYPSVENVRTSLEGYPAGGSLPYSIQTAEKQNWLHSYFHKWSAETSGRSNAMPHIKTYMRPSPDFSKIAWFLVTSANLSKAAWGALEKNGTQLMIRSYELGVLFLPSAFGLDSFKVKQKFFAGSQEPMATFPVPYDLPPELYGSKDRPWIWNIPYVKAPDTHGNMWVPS
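E. coli-derived human Tdp1, 1 nM final. Cpd preinc 15 min RT; substrate 15 nM final, 5 min RT; AS bead mix 10 ug/ml final, 10 min RT. Signal loss = tyrosine-FITC cleavage. No-enzyme wells = max signal.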
TDP1 cell CPT: DT40-hTDP1 cell growth loss with CPT; chicken DT40 Tdp1-/-;hTDP1 cells + 20 nM CPT, ATP luminescence, 48 h; Potency, µM (highest dose often 46.2 µM), without a hit: at the highest dose activity change, negative = growth inhibition, hits mostly inhibitors; 420,000 tested, 12% active; note: nearly all actives have a fitted effect of over 55% in size
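Chicken DT40 Tdp1-/- cells stably complemented with human TDP1 were seeded at 400 cells/well in medium containing 20 nM camptothecin, exposed to pin-transferred compounds, and grown at 37 °C for at least 48 hr. Viability was read as ATP luminescence.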
Active calls of the source: *; u = inconclusive; x = no result given; & = joins results of further samples; [ ] = remark or other dose. Calls come from the whole dose curve; as a rule, active = well fitted curve in the direction sought with a large enough effect; inconclusive = small, poorly fitted or top-dose-only effect, or another doubt; inactive = no such curve, though single readings can be large; an effect the other way counts as inactive or inconclusive. % is set by controls: 0 for no effect and ±100 for the full control effect; potency is the fitted concentration of half-maximal effect.

SMILES | TDP1 cell noCPT | TDP1 inh | TDP1 cell CPT
O=S(=O)(Cc1ccc(Cl)cc1)N1CCCCCC1 | 2% | 0% | -14%
Cc1oc(C(C)(C)C)cc1C(=O)N1CCN(C(c2ccccc2)c2ccccc2)CC1 | u | 9% | u
COCCN(C(=O)Cc1cccs1)c1nnc(-c2cccnc2)s1 | -14% | 7% | -10%
OC(c1ccccc1)(c1ccccc1)C1CCN(CCCOc2cccc(OC(F)(F)F)c2)CC1 | 16µM* | x | 16µM*
Cc1ccc(C(CNS(=O)(=O)c2ccccc2)N2CCN(C)CC2)cc1 (stereo not drawn) | -3% | -8% | u
Cc1ccc(S(=O)(=O)ON2C(=O)c3cccc4cccc(c34)C2=O)cc1 | 16µM* | -3% | u
CCCn1c(SCC(=O)N2CCCC2=O)nc2ccccc2c1=O | -2% | 0% | -13%
Cc1cc(C)n2nc(SC(C)C(=O)N3CC(C)OC(C)C3)nc2n1 (stereo not drawn) | -4% | 1% | u
COCCOc1nc2c(c(=O)n(C)c(=O)n2C)n1CCc1ccccc1 | -29% | -5% | -23%
CCCN(CCC)Cc1cc(=O)oc2cc(C)c(C)cc12 | u | x | u
O=S1(=O)N[C@@H](Cc2ccccc2)COc2cc(N3CCC[C@H]3CO)ccc21 | u | x | u
CCCNC(=O)c1cc(C2CCCCN2C(=O)c2ccc(OC)cc2)on1 (stereo not drawn) | -1% | x | -22%
CCOc1ccc(NC(=O)CCNS(=O)(=O)c2cccs2)cc1 | -18%&-25% | 9%&4% | -18%&-3%
CC1NC(=O)NC1CCCCCC(=O)Nc1ccc(F)cc1 (stereo not drawn) | -1% | 8% | -20%
COc1cc(C2NC(=O)NC(C)=C2C(=O)OC2CCC(C)CC2)ccc1O (stereo not drawn) | 2% | x | -5%
COC(=O)CCC(=O)OC1(C)C(=O)C2=CN(c3ccc(OC)cc3)C(c3ccc(OC)cc3)=CC2=C(Br)C1=O (stereo not drawn) | u | 9%[12.3 µM] | u
Cc1ccnn1CC(=O)N/N=C/c1cn[nH]c1-c1ccccc1 | -9% | 10% | -7%
Cc1ccc(NC(=O)CN2CC(C)SC2=NC2CCCCC2)cc1 (stereo not drawn) | u | 2% | u
Cc1ccc(-c2ccc(/C=N/N3C(=O)C4C5C=CC(C6CC56)C4C3=O)o2)c([N+](=O)[O-])c1 (stereo not drawn) | u | 4% | u
CCN(CC)CCNC1=NCCn2c1cc1cc(OC)ccc12 | u | 5% | 21µM*
O=C(NCC1COc2ccccc2O1)c1c[nH]c2ccc(S(=O)(=O)N3CCOCC3)cc2c1=O (stereo not drawn) | 13µM* | 5% | 12µM*
CCCN(CCC)C(=O)Cn1c(=O)n(-c2ccc(C)cc2)c(=O)c2ccc(C(=O)NCc3ccccc3Cl)cc21 | u | 0% | u
COc1ccc(-c2csc3ncn(-c4ccc(C)cc4)c(=O)c23)cc1OC | u | -2% | u
COc1ccc2c(c1)CCC(C)N2S(=O)(=O)c1ccc(C2CNC(=O)C2)cc1 (stereo not drawn) | -29% | 7% | u
Cc1ccnc(SCc2cn3c(C)cccc3n2)n1 | -12% | 3% | 23%
CN(CCc1ccccc1)C(=O)c1[nH]c(C(F)(F)F)nc1-c1ccccc1 | -11% | x | -36%
O=C(Cn1nnc(-c2ccccc2)n1)N/N=C/c1ccc(-c2ccc(Cl)cc2)o1 | -28% | 1% | 26%
OCCNc1nc(Nc2ccccc2)nc(Nc2ccccc2)n1 | -23% | 7% | u
Cn1c(SCC(=O)NC2CCCCC2)nnc1-c1ccccc1O | 10% | 2% | -3%
CCOC(=O)COc1ccc(S(=O)(=O)NC2CC2)cc1 | 1% | 4% | 16%
COc1ccc(NC(=O)/C=C/c2ccc(C)o2)cc1S(=O)(=O)N1CCOCC1 | -28% | 0% | -27%
COc1cccc(CNC(=O)COC(=O)CNC(=O)c2ccc(-c3ccccc3)cc2)c1 | -27% | -2%[56.1 µM] | -21%
C=CCOc1ccc(/C=N/O)cc1Cl | -22% | 6% | 1%
NC(=S)NN=C1c2cc(Cl)ccc2-c2c1cc(Cl)cc2[N+](=O)[O-] | u | x | u
S=c1[nH]c2ccccc2n1CCc1ccncc1 | u | x | -18%
COc1ccc2cc(/C=N/NC(=O)c3c(Cl)cnn3C)c(Cl)nc2c1 | -25% | -4% | u
CCC(=O)Nc1cccc(NC(=S)NC(=O)c2ccc(Cl)cc2Cl)c1 | u | 5% | u
CCCCC1(C)OC(=O)C(=Cc2ccc(N(C)C)cc2)C(=O)O1 (stereo not drawn) | 0% | -2% | 0%
Cn1cnnc1SCCNS(=O)(=O)c1cccc([N+](=O)[O-])c1 | -1% | 0% | -8%
COCCn1c(C)cc(C(=O)COC(=O)c2ccc(S(=O)(=O)N(C)C)cc2)c1C | -3% | 0% | -7%
COc1ccc(C2c3[nH]c4ccccc4c3C[C@H]3C(=O)N(C)CC(=O)N23)cc1OC (stereo partly drawn) | 6% | x | u
C/[N+]([O-])=C\c1cccc(OCCN2CCN(c3ncc(C(F)(F)F)cc3Cl)CC2)c1 | u | x | -8%
O=C(NC1CCN(Cc2ccccc2)CC1)c1ccc(CS(=O)c2ccccc2Cl)o1 (stereo not drawn) | u | x | u
CCCn1nc(-c2nnc(-c3ccc(C)c(C)c3)o2)c2ccccc2c1=O | -6% | -2% | -18%
CCCCc1nc2sc3c(SCCN(C)C)ncnc3c2c2c1CCC2 | u | 4% | u
CCOc1ccc(NC(=O)NC2CCCCCCC2)cc1 | -1% | 1% | -20%
O=c1/c(=C/c2ccc(CNS(=O)(=O)c3ccccc3)o2)sc2n1CCN=2 | u | -5% | -27%
CN(C)C(=O)N1CCN(C(=O)c2ccccc2Sc2ccccc2C#N)CC1 | -11% | 11% | -28%
CCOc1cc(/C=N/NC(N)=O)cc(Br)c1OCC(=O)Nc1ccccc1C | u | 5% | u
COC(=O)CCCCC(=O)C1C(=O)CC(C)(C)C(C(=O)OC)C1=O (stereo not drawn) | -19% | -3% | -9%
COc1cccc(OC)c1C(=O)OCC(=O)N1CC(C)CC(C)C1 (stereo not drawn) | -5% | 0% | -23%
COCCSc1ccccc1C(=O)Nc1ccc([N+](=O)[O-])cc1OC | 23µM* | 5% | u
COc1cc(OC)nc(Nc2nc(C(N)c3ccccc3)cs2)n1 (stereo not drawn) | u | x | u
CC(C)(C)N1C(=O)c2ccc(C(=O)Nc3ccc(C(=O)O)cc3)cc2C1=O | 8% | 3% | -2%
CC(=O)Nc1ccc(NC(=O)Nc2ccc(C)cc2C)cc1 | 12% | 0% | 3%
O=C(Cc1ccc(Cl)cc1)Nc1ccccc1N1CCN(C(=O)c2ccccc2)CC1 | 21µM* | -2% | u
Cc1ccc(C)c(-n2cc(-c3ccccc3)nc2SCC(=O)Nc2ccccc2)c1 | 18µM* | 6% | u
COc1ccc(NC(=O)CSc2nccn2Cc2ccccc2)cc1 | u | 9% | u
COc1cc2cc(C(c3nnnn3Cc3ccc(F)cc3)N3CCCCCC3)c(=O)[nH]c2cc1OC (stereo not drawn) | u | 9% | -20%
COc1cccc(CC(=O)OCC(=O)Nc2c(C)nn(-c3ccccc3)c2C)c1 | -17% | 2% | u
(continued)
SMILES | TDP1 cell noCPT | TDP1 inh | TDP1 cell CPT
O=C(NCC(=O)N1CCC2(CC1)NCCc1[nH]cnc12)c1ccc(Br)cc1 | 16% | 2% | -15%
S=C(Nc1ccccc1Cl)NC1CCC(NC(=S)Nc2ccccc2Cl)CC1 (stereo not drawn) | -23% | x | -29%
CC(C)(C)NC(=O)C1c2ccccc2OCC(=O)N1C1CC1 (stereo not drawn) | -17% | x | 6%
Cc1ccccc1-c1cc2nc(C)c(C)c(=O)n2[nH]1 | u | x | -22%
c1ccc(CSC2=NNC(c3ccccn3)S2)cc1 (stereo not drawn) | 0.16µM* | x | 0.0058µM*
COc1ccccc1-c1cc(C(=O)Nc2cccnc2)no1 | 0.46µM* | x | 0.46µM*
CCOc1cccc(CNCCSc2nnnn2C)c1 | -14% | 9% | -9%
Fc1ccc(N2CCN(/C=C/c3nnnn3-c3ccccc3)CC2)cc1 | u | -1% | u
CCCC(=O)Nc1cccc(NC(=O)c2ccc(C)c([N+](=O)[O-])c2)c1 | u | 5% | u
O=C(Nc1c[nH]c(=O)[nH]c1=O)c1ccccc1Cl | 6% | 3% | -2%
C[C@@H]1CN([C@H](C)CO)C(=O)CCCn2nncc2CO[C@@H]1CN(C)C(=O)c1ccccc1 | -2% | x | -22%
CCCC(=N)C1=C(O)CC(CC(C)SCC)CC1=O (stereo not drawn) | -7% | 2% | 1%
O=C(Nc1ccccc1C(F)(F)F)c1ncn[nH]1 | 2% | -8% | -7%
COc1ccc(-c2nc3c4ccccc4n(CC(=O)N4CCN(c5ccc(F)cc5)CC4)c(=O)n3n2)cc1 | -6% | 5% | -12%
COc1ccc(-n2c(SCC(=O)Nc3ccc(C)cc3)nc(O)c(Cc3ccccc3)c2=O)cc1 | 9% | 10% | 10%
COCCCNC(=S)Nc1ccc(S(=O)(=O)Nc2cc(OC)nc(OC)n2)cc1 | -15% | 6%[56.1 µM] | 5%
CCc1cc2c(=O)oc(-c3ccccc3F)nc2s1 | -2% | x | -9%
COc1ccc(Cl)cc1NS(=O)(=O)c1ccc2[nH]c3c(c2c1)CCCC3 | u | 9% | u
Cc1ccc(C(=O)OC2CCN(c3ccc([N+](=O)[O-])cc3)CC2)cc1 | -21% | 0% | -4%
CC(=O)Nc1ccc(S(=O)(=O)Nc2cc3c(cc2C(C)=O)OCO3)cc1 | u | x | -26%
COc1ccc(Cl)cc1C(=O)Nc1ccccc1N1CCCCC1 | 29µM* | x | 18µM*
COC(=O)c1cnn2c(C)c(Cc3cccc(F)c3)c(C)nc12 | u | -3% | u
CCCCN(C(=O)c1ccc2c(c1)OCO2)C1CCS(=O)(=O)C1 (stereo not drawn) | -12% | x | 0%
c1ccc(-c2ncc(CN3CCN(c4ccccn4)CC3)[nH]2)cc1 | -29% | 5% | -1%
Cc1cc(OC(C)C(=O)NC2CC(C)(C)NC(C)(C)C2)c2c(C)cc(=O)oc2c1 (stereo not drawn) | 3% | -3% | 2%
Nc1sc(Cc2ccccc2)cc1C(=O)NC1CCCCC1 | 15µM* | x | u
CC(CNC(=O)c1ccccc1Cl)c1ccccc1 (stereo not drawn) | 3% | x | -3%
CCN(C(=O)COC(=O)CNC(=O)c1ccc(C)c(C)c1)C1CCS(=O)(=O)C1 (stereo not drawn) | 25% | 6% | 3%
Cc1c(Cl)cccc1NC(=O)CC1SCCNC1=O (stereo not drawn) | 3% | 9% | 9%
Cc1ccc(S(=O)(=O)N2CCN(C(=O)COC(=O)c3ccccc3OC(F)F)CC2)c(C)c1 | u | x | -26%
O=C(Nc1ccc(N2CCOCC2)cc1)c1cccc(S(=O)(=O)N2CCCCC2)c1 | 15µM* | -7% | 15µM*

Of the compounds above, these contain an NH in an aromatic ring.
SMILES | TDP1 cell noCPT | TDP1 inh | TDP1 cell CPT
Cc1ccnn1CC(=O)N/N=C/c1cn[nH]c1-c1ccccc1 | -9% | 10% | -7%
O=C(NCC1COc2ccccc2O1)c1c[nH]c2ccc(S(=O)(=O)N3CCOCC3)cc2c1=O (stereo not drawn) | 13µM* | 5% | 12µM*
CN(CCc1ccccc1)C(=O)c1[nH]c(C(F)(F)F)nc1-c1ccccc1 | -11% | x | -36%
S=c1[nH]c2ccccc2n1CCc1ccncc1 | u | x | -18%
COc1ccc(C2c3[nH]c4ccccc4c3C[C@H]3C(=O)N(C)CC(=O)N23)cc1OC (stereo partly drawn) | 6% | x | u
COc1cc2cc(C(c3nnnn3Cc3ccc(F)cc3)N3CCCCCC3)c(=O)[nH]c2cc1OC (stereo not drawn) | u | 9% | -20%
O=C(NCC(=O)N1CCC2(CC1)NCCc1[nH]cnc12)c1ccc(Br)cc1 | 16% | 2% | -15%
Cc1ccccc1-c1cc2nc(C)c(C)c(=O)n2[nH]1 | u | x | -22%
O=C(Nc1c[nH]c(=O)[nH]c1=O)c1ccccc1Cl | 6% | 3% | -2%
O=C(Nc1ccccc1C(F)(F)F)c1ncn[nH]1 | 2% | -8% | -7%
COc1ccc(Cl)cc1NS(=O)(=O)c1ccc2[nH]c3c(c2c1)CCCC3 | u | 9% | u
c1ccc(-c2ncc(CN3CCN(c4ccccn4)CC3)[nH]2)cc1 | -29% | 5% | -1%
